Screening results (PubChem)
PfM18AAP inh: blocks P. falciparum M18 aspartyl aminopeptidase; 290,000 compounds, 1.2% hits; inhibition, % at 7.35 µM; recombinant PfM18AAP, H-Glu-NHMec fluorogenic cleavage; AID 1822;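 active = inhibition above the campaign mean inhibition over all tested compounds plus 3 SD, cut at about 28% in these data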;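 note: 0% = plate median of test compound wells and 100% = 2 mM ZnCl2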
GPR7 antagonist: human neuropeptides B/W receptor 1 antagonism; P48145; GPR7-expressing cells, fluorescence antagonist assay; inhibition, % at 4.4 µM; 290,000 compounds, 1.1% hits; in the data active = inhibition above about 16%, passing the limit was not always enough;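 note: cells stimulated with the agonist NPW; 0% = agonist with vehicle and 100% = vehicle without agonist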
Target sequence (P48145 whole entry, looked up): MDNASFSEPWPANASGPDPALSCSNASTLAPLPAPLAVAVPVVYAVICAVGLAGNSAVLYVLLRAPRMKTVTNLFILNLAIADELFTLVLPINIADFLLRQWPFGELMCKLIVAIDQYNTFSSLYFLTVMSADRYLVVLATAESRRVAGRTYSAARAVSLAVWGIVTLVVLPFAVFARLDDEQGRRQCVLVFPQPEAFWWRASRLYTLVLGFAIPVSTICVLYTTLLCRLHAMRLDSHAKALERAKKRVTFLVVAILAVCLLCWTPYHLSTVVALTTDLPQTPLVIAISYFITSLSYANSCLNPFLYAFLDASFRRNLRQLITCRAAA
OXTR potentiator: human OXTR potentiation. CHO-OTR cells, Fluo-8 calcium fluorescence, potentiator mode; 0% = oxytocin EC15, 100% = EC100. activation, % at 3 µM. 320,000 compounds, 0.061% hits;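 active = activation above that plate's cutoff, the mean activation of tested compounds plus 3 SD, cut at about 6.6% in these data, passing the limit was not always enough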;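 note: 100% uses oxytocin at 75 nM as the full agonist control; some results filed as inactive read as strong as hits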
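Assay system: CHO-OTR cells, human receptor / Also added: oxytocin at about EC15, sub-maximal agonist stimulus / Dosing: single dose, 3.0 µM nominal final compound concentration / Incubation: 6 min pre-incubation, 100 s read / Technique: Fluo-8 calcium dye fluorescence / Read-out: % activation vs EC15 and EC100 oxytocin / Benchmarks: EC15 oxytocin low, 75 nM oxytocin high / Replicates: singlicate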
MEKK2 WT-MEK5: raises or lowers MEK5 binding to wildtype human MEKK2 PB1 domain; AID 1531; 290,000 compounds, 1.1% hits; Q9Y2U5; binding response (% of control), % at 10 µM; bead flow cytometry, Alexa488-MEK5 binding to MEKK2 WT; actives lie on both sides; in the data active = binding response below about 67% or above about 130%; inconclusive = no clear call, values can overlap the other calls; inactive = in between
OXTR agonist: agonists of human oxytocin receptor | P30559 | CHO-OTR cells, Fluo-8 calcium fluorescence; normalized: DMSO 0%, oxytocin 100% | activation, % at 3 µM | 320,000 compounds, 0.32% hits;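 active = activation above the mean of all tested compounds plus 3 SD, cutoff set per screening run, cut at about 20% in these data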;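 note: peak over basal fluorescence ratio from a 100 s FLIPR kinetic read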
V1R ag counter: counter-screen for oxytocin receptor agonists: human V1a receptor agonists | activation, % at 3 µM | CHO-V1R cells, Fluo-8 calcium fluorescence, agonist mode; 0% DMSO, 100% 3 nM vasopressin | 320,000 compounds, 0.25% hits;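 active = activation above the mean activation of all tested compounds plus 3 SD, per screening run, cut at about 20% in these data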;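 note: signal is peak over basal fluorescence ratio across a 100 second FLIPR read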
Target sequence (P37288 whole entry, looked up): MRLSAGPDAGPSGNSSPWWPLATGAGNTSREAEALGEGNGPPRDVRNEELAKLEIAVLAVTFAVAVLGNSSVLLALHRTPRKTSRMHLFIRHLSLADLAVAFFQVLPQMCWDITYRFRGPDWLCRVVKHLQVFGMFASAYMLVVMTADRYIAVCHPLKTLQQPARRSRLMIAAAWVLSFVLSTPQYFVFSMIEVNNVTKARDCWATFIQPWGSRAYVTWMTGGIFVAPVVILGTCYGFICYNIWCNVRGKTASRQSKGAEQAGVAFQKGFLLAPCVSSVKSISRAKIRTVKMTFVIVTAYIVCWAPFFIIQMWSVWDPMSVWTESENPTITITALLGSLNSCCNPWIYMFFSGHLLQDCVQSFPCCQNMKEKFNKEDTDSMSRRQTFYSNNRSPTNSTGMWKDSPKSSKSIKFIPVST
NALP1 yeast inh: blocks the NALP1 inflammasome reconstituted in yeast; S. cerevisiae NALP1/ASC/caspase-1 growth, X-gal OD620, 72 h; inhibition, % at 10 µM; 280,000 compounds, 0.61% hits; AID 2071; in the data active = inhibition mostly above about 24%, no sharp cut-off; inactive = mostly below about 32%; note: some compounds called inactive have numbers as strong as hits
GalR3 antag: antagonists of human GalR3; 360,000 compounds, 0.44% hits; AID 651719; HEK293 GalR3-CNG cAMP membrane potential fluorescence; galR3 body fused to GalR1 C-terminus; inhibition, % at 3 µM;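 active = inhibition above the screen-wide average plus 3 SD, cut at about 13% in these data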;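 note: forskolin and galanin both at EC90 stimulate the cells; cAMP rise reported by CNG channel membrane potential dye signal; 0% = forskolin plus galanin with DMSO and 100% = forskolin alone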
Target sequence (O60755 1-299 limits assumed): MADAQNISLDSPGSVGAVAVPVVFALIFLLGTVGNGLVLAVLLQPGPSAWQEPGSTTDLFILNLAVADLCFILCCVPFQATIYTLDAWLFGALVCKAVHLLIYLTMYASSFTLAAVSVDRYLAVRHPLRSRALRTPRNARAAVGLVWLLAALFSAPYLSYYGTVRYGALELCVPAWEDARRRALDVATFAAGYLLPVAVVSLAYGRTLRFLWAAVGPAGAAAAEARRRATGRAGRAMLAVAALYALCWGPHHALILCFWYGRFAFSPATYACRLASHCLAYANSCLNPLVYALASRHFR
MEKK2 mut-MEK5: signal of MEK5 binding to mutant human MEKK2 PB1 domain. bead flow cytometry, Alexa488-MEK5 binding to MEKK2 mutant. percent response, % at 10 µM. 290,000 compounds, 0.35% hits; in the data active = percent response above about 24%, passing the limit was not always enough; note: inactives centre near 1; some results filed as inactive read as strong as hits; reference of the scale not given here
Starred values were filed as active, the others as inactive; ? = inconclusive; / = no result given.

molecule,GPR7 antagonist,PfM18AAP inh,MEKK2 WT-MEK5,OXTR agonist,GalR3 antag,NALP1 yeast inh,V1R ag counter,OXTR potentiator,MEKK2 mut-MEK5
COc1ccc(C(=O)CSc2nccn2C)c(OC)c1,-5.8,-3.2,96.0,/,2.6,-1.8,/,/,-4.0
Cc1cccc(OCc2nnc(SCc3nc4ccccc4c(=O)[nH]3)o2)c1,-7.5,1.0,100.0,0.9,2.4,20.7,-0.5,-8.5,2.0
Cc1ccccc1OCC(=O)OCC(=O)c1ccc(OC(=O)c2ccccc2)cc1,1.1,4.7,99.0,3.6,-1.9,20.8,2.0,-2.6,6.0
Cc1ccc(-n2c(C)cc(/C=C3\NC(=O)NC3=O)c2C)c(C)c1,-8.0,6.5,100.0,-2.6,-1.6,20.6,0.8,-10.3,0.0
COC(=O)C1=C(C)N(C2CCCCC2)C(=O)C1,-4.9,2.2,98.0,-0.5,0.1,3.3,-0.4,-18.7,0.0
CC(=O)Nc1ccc(NC(=O)C(C)OC(=O)/C(C#N)=C/c2ccc(N(C)C)cc2)cc1 (stereo not drawn),/,/,/,19.7*,-5.8,/,16.3,-23.5,/
Cc1cc(NC(=O)c2ccc3c(c2)C(=O)N(C(C)(C)C)C3=O)no1,-2.6,-5.3,88.0,0.6,0.3,9.1,0.5,-8.5,-11.0
CS(=O)(=O)N1CCC(C(=O)Nc2ccc(Oc3ccccc3)cc2)CC1,-13.3,-4.9,96.0,2.3,-0.3,8.7,6.4,-4.4,-2.0
CN(CCC#N)C(=S)NC(=O)c1ccc(S(=O)(=O)N2CCOCC2)cc1,-3.4,-12.2,104.0,0.5,-0.4,-28.7,1.6,0.9,0.0
CCCc1cc(C(=O)N2CCCC(N3CCN(c4ccccc4C)CC3)C2)n(C)n1 (stereo not drawn),-11.1,1.1,96.0,0.2,-6.1,21.8,3.3,0.6,1.0
CCN(C(=O)CN1CCC(C(=O)OC)CC1)c1c(N)n(Cc2ccccc2)c(=O)[nH]c1=O,/,/,/,0.2,-3.5,/,0.6,-5.9,/
Cc1cccc(C(=O)NC(C)c2ccc(-n3ccnc3)cc2)c1C (stereo not drawn),-11.4,-5.8,108.0,0.2,1.9,19.0,0.7,3.3,7.0
CCn1c2ccccc2c2cc(/C=N/NC(=O)c3ccc(O)cc3)ccc21,-10.1,4.5,93.0,-2.4,0.3,16.7,-1.3,7.7,2.0
O=C1C(=O)c2ccccc2C(O)=C1c1cccc([N+](=O)[O-])c1,-4.1,0.4,102.0,0.2,-0.6,0.7,1.5,-8.4,4.0
CC1(c2nnc(-c3cccc(Cl)c3)o2)CC(c2ccccc2)=NO1 (stereo not drawn),/,/,93.0,0.2,-4.0,/,-1.0,-0.3,-5.0
COc1cc(C=O)ccc1OCCOCCOc1cc(C)ccc1Cl,27.9,5.9,100.0,-1.2,-1.1,0.6,-0.9,-10.1,0.0
Nc1ccc(C(=O)N/N=C/c2cn(Cc3ccccc3)c3ccccc23)cc1,-3.0,-1.7,98.0,/,-4.4,4.5,/,/,-2.0
Cc1ccc([N+](=O)[O-])cc1NC(=O)CN(C1CCCCC1)S(=O)(=O)c1ccc(Cl)cc1,2.8,-1.5,111.0,/,-7.0,12.5,/,/,2.0
COc1ccc(C(=O)NCCS(=O)(=O)N2CCc3ccccc3C2)cc1OC,/,/,/,-1.2,-1.8,/,-0.2,-3.1,/
C=C1c2cc3c(cc2NC(=S)N1Cc1ccccc1)OCO3,-8.5,-7.6,78.0,-0.8,-2.1,10.0,0.6,-6.0,-27.0
Cc1cccc(C)c1N(CC(=O)N/N=C/c1cc(Br)c(C)o1)S(C)(=O)=O,-3.7,2.3,95.0,-0.5,-5.1,4.7,0.1,-7.5,-2.0
Nc1nonc1-n1nnc(C(=O)N/N=C/c2ccc(Br)cc2)c1-c1ccc2c(c1)OCO2,-0.1,6.0,97.0,0.5,-2.2,23.3,2.2,-4.4,2.0
CCN(CC)c1ccc(NC(=O)C2CCCN(S(=O)(=O)c3cnc[nH]3)C2)c(C)c1 (stereo not drawn),-5.8,15.8,108.0,0.2,3.9,-0.1,0.9,-2.8,4.0
CCOc1ccc(C(C)=O)cc1CN1C(=O)NC2(CCCCCCC2)C1=O,8.3,-3.1,101.0,-0.6,-5.8,0.8,1.7,-9.5,-6.0
Cc1cc(-c2csc(NC(=O)c3ccc(=O)n(C)n3)n2)c(C)n1CC1CCCO1 (stereo not drawn),0.2,5.0,109.0,-1.0,/,13.4,-0.3,-10.8,3.0
Cc1ccc(C2C=C(c3ccccc3)Nc3nc(N4C(=O)CCC4=O)nn32)cc1 (stereo not drawn),9.2,13.0,96.0,/,-6.0,16.4,/,/,-4.0
CC(C)N1C(=O)S/C(=C/c2cccnc2)C1=O,2.9,13.0,100.0,6.5,-2.9,7.2,1.3,-9.7,1.0
COC(=O)c1ccc(NC(=O)Cn2nc(-c3ccncc3)nc2SCC(=O)Nc2nccs2)cc1,-5.3,-2.4,120.0,-0.1,-5.9,0.9,-0.3,-2.7,1.0
CCn1c(SCC(N)=O)nc2c(c1=O)C1(CCCC1)Cc1ccccc1-2,7.3,0.1,100.0,-2.3,-1.3,/,-1.0,-2.6,1.0
COc1cc(CNCCc2ccc(S(N)(=O)=O)cc2)ccc1OCc1ccc(Cl)cc1,24.6,1.3,232.0*,8.8,-9.6,8.4,8.8,-11.9,71.0*
Cc1ccc2c(c1)C(=O)N1[C@H]3c4cc(Br)ccc4OC[C@@H]3[C@H](c3ccccc3)[C@]1(C)C(=O)N2,/,/,/,2.3,-4.7,/,1.3,1.5,/
Cc1ccnc(NS(=O)(=O)c2ccccc2)c1,24.4,-17.3,105.0,-0.5,-11.2,/,0.5,-8.9,0.0
O=C(NCc1ccc(C(F)(F)F)cc1)c1ccc2c(c1)S(=O)(=O)c1ccccc1C2=O,/,/,101.0,0.6,4.7,/,0.3,-5.7,-1.0
COc1ccccc1/C=N/Nc1cc(C)nc(N2CCOCC2)n1,16.6,-8.8,?,-2.8,-1.1,/,-1.4,-0.6,-7.0
Cc1c(Cl)c(C(=O)N2CCCC2)nn1C,-11.8,3.6,99.0,0.6,-0.9,26.7,0.1,-3.1,2.0
CO/N=C/C(=N\Nc1cc(OC)cc(OC)c1)C(=O)c1ccccc1,-1.8,0.8,99.0,1.2,-6.7,-27.1,2.5,-11.0,-5.0
CN(C)Cc1ccc(O)c(CCc2ccccc2)n1,-9.9,-2.9,101.0,-0.9,-3.4,9.1,0.6,-12.5,-4.0
COC(=O)c1sccc1NC(=O)Nc1ccccc1OC,-0.3,-2.5,109.0,-1.2,0.4,15.9,-0.3,-7.1,8.0
Cc1ccc(S(=O)(=O)N2CCCCC2)cc1NC(=O)CSc1nc(N)cc(=O)[nH]1,/,/,/,0.9,-0.7,/,0.1,-6.3,/
O=C(CN1C(=O)/C(=C/c2ccccc2)SC1=S)Nc1ncc(Cc2ccccc2)s1,8.6,18.6,/,-0.8,-2.7,0.6,2.6,-10.2,/
Cn1nccc1C(=O)N1CCC(Cc2ccccc2)CC1,11.9,2.2,108.0,2.1,-1.7,-3.0,4.3,0.8,7.0
CC1=NN(c2ccccc2)C(=O)/C1=C\c1cc(C)n(-c2cccnc2)c1C,-4.6,-4.6,94.0,0.3,0.1,-16.5,0.0,-4.8,-10.0
COc1ccc(CNCCC2(Cc3ccccc3)CC(C)N(C)CC2C)cc1OC (stereo not drawn),2.5,1.4,98.0,0.9,-5.2,7.0,-0.7,-5.3,-4.0
COc1ccccc1CNC(=O)CN(Cc1ccc(Cl)cc1)S(C)(=O)=O,-8.1,1.9,108.0,-0.2,5.9,11.5,2.8,-1.1,3.0
CSCCC(NC(=O)c1ccc(Cl)cc1Cl)C(=O)NNC(=O)c1ccncc1 (stereo not drawn),/,/,/,-0.5,-5.7,/,0.1,-5.5,/
COc1ccccc1-n1c(C)c(C(=O)O)c2cc(OC)c3ccccc3c21,-3.9,3.6,97.0,-1.6,-1.9,19.6,-1.8,-5.4,-1.0
CCCOc1ccc(Oc2ccc(S(=O)(=O)N3CCN(C)CC3)cn2)cc1,/,/,/,1.5,-1.4,/,2.8,-4.5,/
CCCNC(=S)N1CCN(CC)CC1,-4.4,8.8,106.0,-0.6,0.2,20.8,-0.2,0.0,0.0
COc1cc(C)c(Cl)cc1S(=O)(=O)N1CCSC1,-10.5,-6.9,114.0,/,-2.1,4.9,/,/,9.0
CCc1ccc(NC(=O)CNC(=O)c2nn(-c3ccc(OC)cc3)c(=O)c3ccccc23)cc1,-12.2,3.6,91.0,1.1,-6.3,18.0,3.8,-4.6,-2.0
C[C@@]12CCC=C[C@H]1[C@H](c1ccc3ccccc3c1/C=C/c1ccccc1)N(Cc1ccccc1)C2=O,/,/,97.0,0.7,-9.9,8.3,2.2,10.1,2.0
O=C1CCC(C(=O)OCc2cc(=O)oc3ccc4ccccc4c23)=NN1,-12.5,-3.7,92.0,1.2,-2.7,/,0.7,-2.0,-1.0
Cc1ccc(S(=O)(=O)NCCNc2ccc([N+](=O)[O-])cc2)cc1,16.7,-0.5,104.0,1.6,-4.0,-2.8,5.9,-12.1,8.0
Cn1c(CN2CCOCC2)nnc1SCc1ccccc1,-10.8,-1.1,97.0,0.9,-3.8,10.4,0.2,-2.1,-1.0
Cc1ccsc1/C=N/NC(=O)c1cccs1,-8.5,-1.6,90.0,-0.2,-14.4,30.3,1.1,0.8,3.0
Cc1cccc(-n2nc([N+](=O)[O-])c(N3CCN(C(=O)c4ccco4)CC3)[n+]2[O-])c1,-4.5,0.0,100.0,-1.3,1.5,5.2,-0.6,-16.7,-2.0

Of the compounds above, four contain an NH in an aromatic ring.
molecule,GPR7 antagonist,PfM18AAP inh,MEKK2 WT-MEK5,OXTR agonist,GalR3 antag,NALP1 yeast inh,V1R ag counter,OXTR potentiator,MEKK2 mut-MEK5
Cc1cccc(OCc2nnc(SCc3nc4ccccc4c(=O)[nH]3)o2)c1,-7.5,1.0,100.0,0.9,2.4,20.7,-0.5,-8.5,2.0
CCN(C(=O)CN1CCC(C(=O)OC)CC1)c1c(N)n(Cc2ccccc2)c(=O)[nH]c1=O,/,/,/,0.2,-3.5,/,0.6,-5.9,/
CCN(CC)c1ccc(NC(=O)C2CCCN(S(=O)(=O)c3cnc[nH]3)C2)c(C)c1 (stereo not drawn),-5.8,15.8,108.0,0.2,3.9,-0.1,0.9,-2.8,4.0
Cc1ccc(S(=O)(=O)N2CCCCC2)cc1NC(=O)CSc1nc(N)cc(=O)[nH]1,/,/,/,0.9,-0.7,/,0.1,-6.3,/
